5HT1a antag: human 5-HT1a receptor antagonists, primary screen, cell-based, CHO, Ga15 NFAT-bla reporter; CHO 5-HT1a Ga15 NFAT-bla reporter, antagonist mode; inhibition, % at 10 µM; AID 612, 2007; hit rate 0.68% among 62,000;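 active means inhibition above the mean of all tested compounds plus 3 SD, cut at about 43% in these data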;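 further: receptor stimulated by 5-CT agonist at 100 nM near EC80; beta-lactamase reporter measured by ratiometric fluorescence of a cleavable substrate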
M1 antag: antagonists of rat M1 muscarinic receptor. Muscarinic acetylcholine receptor M1 (Rattus norvegicus), P08482. CHO-M1 cells, Fluo-4 calcium, ACh EC80 antagonist mode; hits give low values. B-score at 10 µM. hit rate 3.4% among 64,000;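 active means calcium fluorescence response, raw or row-and-column corrected B-score, differing from the plate sample mean either way at a set confidence level, mostly lower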
S1P3 ag: human S1P3 receptor agonists, primary screen, cell-based, primary and confirmation, NFAT-BLA reporter. Sphingosine 1-phosphate receptor 3 (Homo sapiens), Q99500. S1P3 NFAT-BLA reporter cells, agonism, FRET ratio; relative to 1 µM S1P, basal subtracted. activation, % at 4.5 µM. hit rate 0.1% among 60,000. AID 373, 2006;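 active means activation above the screen-wide mean plus 3 SD, cut at about 4.5% in these data, passing the limit was not always enough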; further: some compounds called inactive have numbers as strong as hits
Target sequence (Q99500 whole entry, looked up): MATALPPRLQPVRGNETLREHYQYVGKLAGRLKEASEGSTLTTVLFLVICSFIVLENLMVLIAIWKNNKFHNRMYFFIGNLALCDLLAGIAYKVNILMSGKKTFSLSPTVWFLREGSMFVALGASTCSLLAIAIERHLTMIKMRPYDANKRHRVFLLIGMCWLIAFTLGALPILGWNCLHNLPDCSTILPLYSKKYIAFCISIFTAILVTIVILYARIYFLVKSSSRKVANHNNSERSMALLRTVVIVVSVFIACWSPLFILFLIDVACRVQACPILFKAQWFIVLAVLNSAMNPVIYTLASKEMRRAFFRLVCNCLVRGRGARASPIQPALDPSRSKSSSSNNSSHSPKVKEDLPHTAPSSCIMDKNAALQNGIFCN
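Assay system: stable CHO line with human S1P3, Gα16, NFAT-BLA reporter; Detection: FRET β-lactamase substrate fluorescence, excitation 405 nm, 460/535 nm emission ratio, background-subtracted; Read-out: percent activation versus median 1 µM S1P response, basal-subtracted, per plate; Incubation: cells plated overnight, compound 4 h 37 °C, substrate 2 h RT.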
M1 agonist: M1 muscarinic receptor agonists, primary screen, CHO-M1 cells, Fluo-4 calcium, agonist mode. Muscarinic acetylcholine receptor M1. Fluo-4 calcium fluorescence; hits give high values. B-score at 10 µM. hit rate 3% among 64,000. AID 626, 2007;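 active means fluorescence rise, raw or as B-score row- and column-corrected plate score, outside the 99.7% band of its plate's samples, either direction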
HTR1A agonist: human 5-HT1a receptor agonists, primary screen, cell-based, CHO, Ga15 NFAT-bla reporter | CHO 5-HT1a Ga15 NFAT-bla reporter, FRET ratio; 0% basal, 100% maximal reference agonist | 5-hydroxytryptamine receptor 1A (Homo sapiens), P08908 | hit rate 0.56% among 65,000 | activation, % at 10 µM;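 active means activation above the screen-wide mean activation plus 3 SD, cut at about 19% in these data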;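 further: 0% = DMSO wells and 100% = 5-CT at EC100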
5HT1E antag: 5-HT1E receptor antagonists, primary screen, cell-based, HTS. CHO 5-HT1E Ga15 NFAT-bla reporter, FRET, antagonist. inhibition, % at 6 µM. hit rate 0.99% among 65,000. AID 571, 2007;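 active means inhibition above a set limit, the mean inhibition across every tested compound plus 3 SD, cut at about 29% in these data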;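 further: signal is the 460 over 535 nm emission ratio of beta-lactamase substrate; 0% = agonist plus DMSO wells and 100% = wells without agonist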
5HT1E ag: 5-HT1E receptor agonists, primary screen, cell-based, HTS | CHO 5-HT1E Ga15 NFAT-bla reporter, FRET; 0% DMSO wells, 100% control agonist wells | activation, % at 6 µM | 5-hydroxytryptamine receptor 1E (Homo sapiens), P28566 | hit rate 0.69% among 65,000;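 active means activation above a set limit, the screen-wide mean activation plus 3 SD, cut at about 8.5% in these data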;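 further: 100% = positive control agonist at 1 µM giving full maximal response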
S1P1 ag-PAM: S1P1 agonists and agonism potentiators, primary screen, cell-based, primary and confirmation screens, CRE-bla reporter. hit rate 0.57% among 56,000. S1P1 CRE-bla cells, forskolin, beta-lactamase FRET, potentiator mode; S1P1 agonist co-added at EC20, 2 nM; 100% = saturating reference agonist, 0% = basal. activation, % at 9.5 µM. AID 449, 2006;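 active means activation above a cutoff set at the mean activation of all tested compounds plus 3 SD, cut at about 54% in these data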;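 further: forskolin at 4 µM as EC80 and the EC20 agonist is SEW2871; 100% = SEW2871 at its EC100 plus forskolin at EC80; some compounds past the cut are filed as inactive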
Target sequence (P21453 whole entry, looked up): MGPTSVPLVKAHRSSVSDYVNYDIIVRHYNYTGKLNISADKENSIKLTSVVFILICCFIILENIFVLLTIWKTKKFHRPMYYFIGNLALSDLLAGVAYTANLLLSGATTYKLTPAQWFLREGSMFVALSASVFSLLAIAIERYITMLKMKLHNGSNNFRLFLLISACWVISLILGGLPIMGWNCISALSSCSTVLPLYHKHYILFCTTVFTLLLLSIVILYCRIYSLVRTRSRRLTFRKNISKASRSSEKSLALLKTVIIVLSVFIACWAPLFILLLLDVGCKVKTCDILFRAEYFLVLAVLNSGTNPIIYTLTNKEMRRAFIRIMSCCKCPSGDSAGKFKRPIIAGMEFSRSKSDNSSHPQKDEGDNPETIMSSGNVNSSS
Jurkat tox 60K: cytotoxicity toward Jurkat T cells, primary screen, cytotoxicity control, cell-based, Jurkat E6.1, 60K MLSMR library | Jurkat E6.1 viability, ATP luminescence, 48 h | inhibition, % at 4 µM | hit rate 1.2% among 56,000 | AID 463, 2006;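 active means inhibition above the mean inhibition of all tested compounds plus 3 SD, cut at about 28% in these data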
* marks the source's active call; other numbers are inactive results; . = no result given.

Values in the order – 5HT1a antag | M1 antag | S1P3 ag | M1 agonist | HTR1A agonist | 5HT1E antag | 5HT1E ag | S1P1 ag-PAM | Jurkat tox 60K
COc1cccc(OC)c1C(=O)Nc1ccccc1C(=O)N1CCOCC1
  -10 | 0.82 | 30 | -0.23 | -1.8 | -2 | -0.2 | -15 | 2
COc1ccccc1C(=O)N1CCN(C(=O)c2ccncc2)CC1
  6 | 0.033 | -2.3 | -0.56 | 0.4 | -8 | -0.6 | -9 | 3
O=C(CCS(=O)(=O)c1cccc2nonc12)NC1CCCCCC1
  4 | . | . | . | -1.4 | 0 | -1.6 | . | .
CN(C)c1cc(-c2ccccc2)nc(N)n1
  0 | 0.24 | 0.3 | -0.07 | 1.9 | -8 | 0.6 | -10 | 4
Oc1ccccc1CNc1nc2ccccc2n1CCN1CCCCC1
  35 | -1 | 0.2 | -0.42 | 0.6 | 1 | 0.1 | -13 | -3
COCCNC(=O)c1cc(-c2ccc(Cl)c(Cl)c2)on1
  6 | 1.1 | -1.4 | -0.53 | -3.5 | -14 | -0.2 | -14 | 8
Cc1cccc(S(=O)(=O)C(C#N)c2nc3ccccc3nc2N2CCOCC2)c1 (configuration not stated)
  6 | 0.14 | 0.2 | -0.82 | -2.7 | 12 | 0.1 | 16 | 4
Cc1cccc2cc(CN(CC3CCCO3)C(=O)c3cccnc3)c3nnnn3c12 (configuration not stated)
  -5 | -0.83 | -0.2 | 0.76 | 2.8 | 20 | 0.3 | -16 | 0
COc1ccc(NC(=O)c2c(-c3ccccc3Cl)noc2C)c(OC)c1
  10 | -0.24 | 0.6 | -0.28 | -3.5 | -1 | 0.1 | -33 | 0
CCCn1c(SCC(=O)N2CCCCC2)nnc1-c1ccco1
  1 | 0.051 | -0.9 | -0.59 | -2.6 | 5 | 0.8 | 8 | 2
O=C(NCc1ccccc1)c1noc2c1CCCCC2
  -13 | -0.21 | -0.4 | 0.49 | -2.3 | -6 | 0.0 | -6 | 6
Cc1cccc2[nH]c3c(=O)n(CCN4CCNCC4)cnc3c12
  12 | 0.65 | -1.0 | 0.47 | -1.7 | -3 | 1.4 | -4 | 2
O=C(Cn1cc2c(n1)CCCC2)NCC1CCCO1 (configuration not stated)
  8 | -0.52 | -0.8 | 1.4 | -2.5 | -9 | 0.5 | -16 | 0
O=C(NC1(C(=O)NC2CCCCC2)CCCCC1)c1ccc2c(c1)OCO2
  4 | -0.051 | . | 0.14 | 1.5 | 9 | 0.2 | . | .
COC(=O)c1[nH]c(C)c(/C(O)=C2\C(=O)C(=O)N(CCN3CCOCC3)C2c2cccnc2)c1C (configuration not stated)
  . | 0.087 | -2.8 | -0.27 | 0.2 | -2 | -0.1 | 12 | .
CCN(CC)C(=O)CSc1nnc(CCNC(=O)OC(C)(C)C)o1
  -6 | 2 | 0.8 | 1.1 | -1.1 | -17 | 0.0 | -4 | -7
N#CCCN(C(=O)Nc1ccccc1)c1ccccc1
  -5 | -0.49 | -0.7 | 0.034 | -3.2 | -1 | 0.8 | -49 | 6
Cc1cccc(NC(=O)C2CCCN2S(=O)(=O)c2ccc(F)cc2)c1C (configuration not stated)
  1 | 0.45 | -1.1 | 0.17 | 0.2 | 4 | 0.5 | -3 | 5
Cc1cccc(OCCN2CSC(=S)N(C)C2)c1
  . | 0.43 | -3.0 | 0.058 | -1.8 | 0 | -0.1 | -17 | .
CCOCc1nnc(NC(=O)c2ccco2)s1
  -2 | . | -0.6 | . | 0.1 | -3 | 0.5 | . | -5

(more compounds)
Values in the order – 5HT1a antag | M1 antag | S1P3 ag | M1 agonist | HTR1A agonist | 5HT1E antag | 5HT1E ag | S1P1 ag-PAM | Jurkat tox 60K
COc1ccc(-c2cc(C(=O)Nc3ccc(C)cc3)no2)cc1
  -1 | -1.6 | . | -0.41 | -3.0 | 10 | -1.3 | . | .
Nn1c(SCC(=O)Nc2ccc(F)cc2F)nnc1C1CCCCC1
  2 | -1.5 | -0.8 | -2.1 | -5.2 | 5 | -0.4 | -8 | -4
COc1ccccc1CNS(=O)(=O)c1ccc2[nH]cc(C(=O)O)c(=O)c2c1
  3 | -0.3 | -0.5 | 0.034 | -0.9 | 8 | -0.4 | 10 | -6
COc1ccc(Cc2nnc(SCC(=O)Nc3nc(C)cs3)o2)cc1
  -7 | 1 | 0.0 | -0.47 | -1.4 | -13 | 0.0 | -52 | -6
Cn1ccc(C(=O)OCC(=O)c2ccccc2)n1
  -2 | 0.37 | -0.9 | -0.52 | -4.3 | 2 | -1.0 | -22 | -2
CCOC(=O)N1CCN(C(=O)COc2ccc(S(=O)(=O)NC3CCCCC3)cc2C)CC1
  -3 | -0.63 | -0.6 | -1 | 2.3 | 1 | 0.2 | . | 7
O=S(=O)(Nc1ccc(N2CCCCC2)cc1)c1cccs1
  5 | -0.015 | 0.2 | 2.9 | -3.8 | 4 | 0.3 | 18 | 2
Cc1ccc(C(=O)Nc2sc3c(c2C(=O)O)CCCCC3)o1
  24 | -0.099 | -1.0 | 1.5 | -3.1 | -3 | 1.5 | 31 | 12
CC1=C(C(=O)OC(C)C)C(C2CC=CCC2)NC(=O)N1 (configuration not stated)
  1 | 0.46 | -2.1 | 0.69 | -3.6 | 2 | 0.0 | 14 | -1
CCOC(=O)C(C)Sc1nnc2n1C(C)(C)Cc1ccccc1-2 (configuration not stated)
  -4 | . | 0.0 | . | 0.3 | -11 | -0.2 | -19 | -6

Eleven of these compounds, set out differently:
SMILES	5HT1a antag	M1 antag	S1P3 ag	M1 agonist	HTR1A agonist	5HT1E antag	5HT1E ag	S1P1 ag-PAM	Jurkat tox 60K
Cc1cccc(NC(=O)C2CCCN2S(=O)(=O)c2ccc(F)cc2)c1C (configuration not stated)	1	0.45	-1.1	0.17	0.2	4	0.5	-3	5
Cc1cccc(OCCN2CSC(=S)N(C)C2)c1	.	0.43	-3.0	0.058	-1.8	0	-0.1	-17	.
CCOCc1nnc(NC(=O)c2ccco2)s1	-2	.	-0.6	.	0.1	-3	0.5	.	-5
COc1ccc(-c2cc(C(=O)Nc3ccc(C)cc3)no2)cc1	-1	-1.6	.	-0.41	-3.0	10	-1.3	.	.
Nn1c(SCC(=O)Nc2ccc(F)cc2F)nnc1C1CCCCC1	2	-1.5	-0.8	-2.1	-5.2	5	-0.4	-8	-4
COc1ccccc1CNS(=O)(=O)c1ccc2[nH]cc(C(=O)O)c(=O)c2c1	3	-0.3	-0.5	0.034	-0.9	8	-0.4	10	-6
COc1ccc(Cc2nnc(SCC(=O)Nc3nc(C)cs3)o2)cc1	-7	1	0.0	-0.47	-1.4	-13	0.0	-52	-6
Cn1ccc(C(=O)OCC(=O)c2ccccc2)n1	-2	0.37	-0.9	-0.52	-4.3	2	-1.0	-22	-2
CCOC(=O)N1CCN(C(=O)COc2ccc(S(=O)(=O)NC3CCCCC3)cc2C)CC1	-3	-0.63	-0.6	-1	2.3	1	0.2	.	7
O=S(=O)(Nc1ccc(N2CCCCC2)cc1)c1cccs1	5	-0.015	0.2	2.9	-3.8	4	0.3	18	2
Cc1ccc(C(=O)Nc2sc3c(c2C(=O)O)CCCCC3)o1	24	-0.099	-1.0	1.5	-3.1	-3	1.5	31	12

From PubChem BioAssay
